# TR SRC2 fluor cs – Total Fluorescence Counterscreen for Inhibitors of the Interaction of Thyroid Hormone Receptor and Steroid Receptor Coregulator 2; TRb/SRC2 Texas Red total fluorescence interference; Potency, µM (series often up to 106 µM), for the others: at the highest dose fluorescence change, negative = quenching; hit rate 0.29% among 280,000; AID 1479, 2009; active means well fitted curve in either direction with a large enough effect; inconclusive means small, poorly fitted or top-dose-only effect; further: on the % scale 0 is the no-effect control and ±100 the full control effect
#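 Human TRb ligand-binding domain at 0.6 uM with 20 nM Texas Red SRC2 peptide in Tris buffer containing 1 uM T3 and 5% DMSO, incubated with compound 5 h at ambient temperature. Total fluorescence (555/632 nm) calculated as parallel + 2 × perpendicular.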
# RGS12 GoLoco inh – qHTS Assay for Inhibitors of RGS12 GoLoco Motif Activity (Red Fluorophore); Guanine nucleotide-binding protein G(i) subunit alpha-1 (Homo sapiens), P63096; Gai1:RGS12 GoLoco peptide FP, rhodamine, 10 min; Potency, µM (top dose mostly 61.6 µM), inactives show top-dose activity, negative = inhibition, most hits filed as inhibitors; hit rate 0.44% among 230,000; AID 880, 2007; active means well fitted inhibition curve with a large enough effect, not every such curve was filed as active; inactive means no such curve, though single readings can be large or run the other way; further: on the % scale 0 is the no-effect control and ±100 the full control effect; nearly all actives have a fitted effect of over 30% in size; many of its hits are not listed in these tables
# Target sequence (P63096 whole entry, looked up): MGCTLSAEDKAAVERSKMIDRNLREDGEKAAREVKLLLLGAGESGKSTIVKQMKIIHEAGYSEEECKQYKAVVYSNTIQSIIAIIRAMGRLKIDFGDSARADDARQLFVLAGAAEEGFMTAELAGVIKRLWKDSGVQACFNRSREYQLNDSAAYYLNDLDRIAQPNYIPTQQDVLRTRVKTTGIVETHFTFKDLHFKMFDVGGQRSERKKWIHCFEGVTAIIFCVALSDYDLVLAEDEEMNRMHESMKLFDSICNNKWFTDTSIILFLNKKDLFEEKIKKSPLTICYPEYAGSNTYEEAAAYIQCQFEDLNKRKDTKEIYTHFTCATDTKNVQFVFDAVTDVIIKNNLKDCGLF
# LMNA splice mod – qHTS Assay for Modulators of Lamin A Splicing; Potency, µM (highest dose often 46.1 µM), inactives show at the highest dose ratio change, negative = inhibition, actives largely listed as inhibitors; hit rate 0.01% among 200,000; HeLa LMNA splicing GFP/RFP minigene ratio, 48 h; active means well fitted inhibition curve with a large enough effect in the signal ratio, with a control signal flat, not every such curve was filed as active; inconclusive means small, poorly fitted or top-dose-only effect, or effect the other way, or a change in a side signal; the % refers to the signal ratio; further: on the % scale 0 is the no-effect control and ±100 the full control effect
#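 Read-out is the ratio of GFP to DsRed2 object intensity, acquired by 488 nm laser-scanning cytometry on HeLa lamin A-EGFP minigene reporter cells. Compound incubation 48 hrs at 37 °C in Opti-MEM with 2% FBS; DMSO 0.5% final.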
# TRb-SRC2 inh – qHTS for Inhibitors of the Interaction of Thyroid Hormone Receptor and Steroid Receptor Coregulator 2; Thyroid hormone receptor beta (Homo sapiens), P10828; TRbeta-SRC2 peptide binding, fluorescence polarization; receptor liganded with 1 µM T3; Potency, µM (doses to about 106 µM), for the others: at the highest dose activity change, negative = inhibition, usual class: inhibitors; hit rate 0.065% among 280,000; AID 1469, 2008;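 further: plate controls were bound peptide for no effect and peptide without receptor for full effect; nearly all actives have a fitted effect of over 50% in size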
#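 Human TRb LBD (0.6 uM) plus Texas Red-labeled SRC2 peptide (20 nM), 1uM T3, 5% DMSO, 5 hr at ambient temperature. Decreased polarization (555/632 nm) flags inhibition; data normalized to free and bound peptide controls.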
# RECQ1 inh – qHTS Assay for Inhibitors of RecQ-Like Dna Helicase 1 (RECQ1); hit rate 0.54% among 240,000; RECQ1 DNA unwinding, red fluorescence kinetic read; AID 2549, 2010; Potency, µM (top dose mostly 57.3 µM), for inactives: at the highest dose activity, negative = inhibition, actives largely listed as inhibitors;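 further: plate controls were vehicle for no effect and no enzyme for full effect; nearly all actives have a fitted effect of over 30% in size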
#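 50 nM RECQ1T1 preincubated 15 min with compound in Tris pH 8.0 buffer with MgCl2, DTT, Tween-20 and 2.5 ug/ml poly(dI-dC); started with 200 nM TAMRA/BHQ-2 forked duplex and 2 mM ATP. Unwinding read as fluorescence (525/598 nm), two reads 2 h apart.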
# JMJD2E inh – qHTS Assay for Inhibitors of Human Jumonji Domain Containing 2E (JMJD2E); Lysine-specific demethylase 4E (Homo sapiens), B2RXH2; JMJD2E catalytic domain, FDH-coupled NADH fluorescence (FDH is formaldehyde dehydrogenase); Potency, µM (series often up to 57.1 µM), without a hit: at the highest dose activity change, negative = inhibition, hits mostly inhibitors; hit rate 1.6% among 230,000; AID 2147, 2009; active means well fitted inhibition curve with a large enough effect, not every such curve was filed as active; inconclusive means small, poorly fitted or top-dose-only effect, or another doubt; inactive means no such curve, though single readings can be large or run the other way;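 further: 0% = wells with enzyme and -100% = buffer wells without enzyme; nearly all actives have a fitted effect of over 50% in size; many of its hits are not listed in these tables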
# ALDH1A1 block – qHTS Assay for Inhibitors of Aldehyde Dehydrogenase 1 (ALDH1A1); hit rate 7.3% among 220,000; AID 1030, 2008; Potency, µM (series often up to 75.3 µM), without a hit: top-dose activity, negative = inhibition, actives largely listed as inhibitors; Purified ALDH1A1, NADH fluorescence, propionaldehyde substrate; active means well fitted inhibition curve with a large enough effect, not every such curve was filed as active; inconclusive means small, poorly fitted or top-dose-only effect, or another doubt; inactive means no such curve, though single readings can be large or run the other way;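 further: plate controls were no enzyme wells and a reference inhibitor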
# Target sequence (P00352 whole entry, looked up): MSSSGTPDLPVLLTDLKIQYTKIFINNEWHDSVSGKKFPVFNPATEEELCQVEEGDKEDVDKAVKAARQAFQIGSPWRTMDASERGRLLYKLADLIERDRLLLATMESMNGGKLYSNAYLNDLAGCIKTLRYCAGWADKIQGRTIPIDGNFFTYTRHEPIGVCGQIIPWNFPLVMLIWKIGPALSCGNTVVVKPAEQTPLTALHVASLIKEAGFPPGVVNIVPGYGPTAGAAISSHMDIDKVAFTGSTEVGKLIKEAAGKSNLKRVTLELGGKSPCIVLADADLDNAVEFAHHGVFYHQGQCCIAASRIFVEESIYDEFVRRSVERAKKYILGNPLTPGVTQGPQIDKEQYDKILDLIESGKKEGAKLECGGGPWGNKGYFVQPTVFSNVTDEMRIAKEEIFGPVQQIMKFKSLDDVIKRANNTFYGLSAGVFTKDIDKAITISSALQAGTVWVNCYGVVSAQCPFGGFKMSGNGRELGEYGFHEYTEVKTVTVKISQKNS
# SMN2 splice up – qHTS Assay for Enhancers of SMN2 Splice Variant Expression | HEK293 SMN2-luciferase splicing reporter, luminescence, 30-36 h | hit rate 2.8% among 210,000 | Potency, µM (series often up to 46.1 µM), for inactives: at the highest dose activity change, positive = activation, hits mostly activators; further: % of control where 0% means no effect; nearly all actives have a fitted effect of over 55% in size
#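 HEK293 cells carry an SMN2 minigene-luciferase reporter in which exon 7 inclusion puts luciferase in frame. Cells were seeded at 2000 cells/well, attached for 10-12 hours, then exposed to compounds for 30-36 hours at 37C before ONE-Glo luminescence.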
# * hit, by the source's call; i = inactive; ? = inconclusive; / = not tested or not shown; & = joins results of further samples; ! = not confirmed by another sample; [ ] = remark or other dose. Unless noted, the call rests on the fitted dose curve; in most records, active means well fitted curve in the direction sought with a large enough effect; inconclusive means small, poorly fitted or top-dose-only effect, or another doubt; inactive means no such curve, though single readings can be large; an effect the other way counts as inactive or inconclusive. Potency means the concentration at half of the fitted maximal effect. These rows are one share of the data. The share of hits here may be higher or lower than overall.
# Fields: TR SRC2 fluor cs	RGS12 GoLoco inh	LMNA splice mod	TRb-SRC2 inh	RECQ1 inh	JMJD2E inh	ALDH1A1 block	SMN2 splice up
1. Nc1cc(Cl)cc(Cl)c1
    1%	-4%	/	2%	-2%	/	14%	6%
2. Cn1c(O)c(C=NCCN2CCNCC2)c(=O)[nH]c1=O
    -8%	4%	/	-4%	i	7%	/	/
3. Cc1cnn(C2CCN(C)CC2)c1N
    -4%	8%	-11%	-26%	-2%	3%	9%	4%
4. CSc1nc2ccccc2c(=O)n1-c1cccnc1
    -7%	5%	/	-9%	i	-8%	/	/
5. CCOC(=O)c1c(C)n(Cc2ccc3c(c2)OCO3)c2ccc(O)cc12
    -1%	-5%	?	-1%	-15%	-22%	-6%	?
6. CC12CCC3C(CC=C4CC5(CCC43C)OCCO5)C1CCC2=O (stereo unspecified)
    -3%	11%	8%[46 µM]	-2%	-5%	-7%	-2%	-17%
7. CC(C)CC1C(=O)N2CCCC2C2(O)O[C@@](NC(=O)C3C=C4c5cccc6[nH]c(Br)c(c56)CC4N(C)C3)(C(C)C)C(=O)N12 (stereo partly specified)
    0%	5%	/	1%	-16%	?	-4%	-43%[inhibitor]
8. CCC1(CCc2ccncc2)C(=O)NC(=O)NC1=O
    -4%	7%	2%	-3%	5%	2%	18%	0%
9. Cn1c(O)c(C=NCCCCCCCCCCC(=O)O)c(=O)n(C)c1=O
    -1%	4%	/	3%	-3%	5%	/	/
10. O=C(c1ccc(N2CC3CC(C2)c2cccc(=O)n2C3)c([N+](=O)[O-])c1)N1CCCCC1 (stereo unspecified)
    -1%	-3%	-8%	-3%	-5%	-8%	-9%	4%
11. CP(=O)(O)CN1CCCCC1
    3%	-9%	/	3%	-6%	-2%	-15%	10%
12. CC(C)COC(=O)OCN1C(=O)CN(CCN2CC(=O)N(COC(=O)OCC(C)C)C(=O)C2)CC1=O
    3%	9%	?	2%	-3%	3%	-1%	17%
13. O=C1NC(=O)N(Cc2ccccc2)C(=O)/C1=C\c1ccco1
    4%	69%[activator]	?	4%	?	-13%	?	15%
14. CCC(C)n1c(O)c(C=NCc2cccnc2)c(=O)[nH]c1=S (stereo unspecified)
    0%	2%	/	7%	-3%	4%	/	/
15. ClCCCCl
    -3%	7%	/	1%	22%	/	17%	13%
16. COC(=O)[C@H]1C[C@@H]1[C@H](NP(=O)(c1ccccc1)c1ccccc1)c1ccccc1
    -1%&-3%	-4%&3%	-5%	-1%&8%	-3%&-2%	-3%&6%	4%&13%	-15%&-9%
17. Nc1c([N+](=O)[O-])cc(F)c(N2CCNCC2)c1Br
    -2%	8%	-7%	-2%	3%	0%	?	?
18. COC(=O)c1ccc(C(=O)OC)c(NC(=O)Oc2ccccc2)c1
    3%	8%	-7%	5%	-2%	?	?	7%
19. COc1cccc(C(=O)C2CCCN(Cc3cccc(C)n3)C2)c1 (stereo unspecified)
    -7%	9%	/	-8%	16%	-28%	-2%	/
20. NC(=O)C1CCN(/C=C2\C(=O)NC(=O)N(Cc3ccco3)C2=O)CC1
    -4%	1%	/	14%	?	-25%	/	/

# Retrieved one by one from the entries so far:
# Fields: TR SRC2 fluor cs	RGS12 GoLoco inh	LMNA splice mod	TRb-SRC2 inh	RECQ1 inh	JMJD2E inh	ALDH1A1 block	SMN2 splice up
3. Cc1cnn(C2CCN(C)CC2)c1N
    -4%	8%	-11%	-26%	-2%	3%	9%	4%
1. Nc1cc(Cl)cc(Cl)c1
    1%	-4%	/	2%	-2%	/	14%	6%

# The listing picks up with the 4 entries that preceded the break.
# Fields: TR SRC2 fluor cs	RGS12 GoLoco inh	LMNA splice mod	TRb-SRC2 inh	RECQ1 inh	JMJD2E inh	ALDH1A1 block	SMN2 splice up
17. Nc1c([N+](=O)[O-])cc(F)c(N2CCNCC2)c1Br
    -2%	8%	-7%	-2%	3%	0%	?	?
18. COC(=O)c1ccc(C(=O)OC)c(NC(=O)Oc2ccccc2)c1
    3%	8%	-7%	5%	-2%	?	?	7%
19. COc1cccc(C(=O)C2CCCN(Cc3cccc(C)n3)C2)c1 (stereo unspecified)
    -7%	9%	/	-8%	16%	-28%	-2%	/
20. NC(=O)C1CCN(/C=C2\C(=O)NC(=O)N(Cc3ccco3)C2=O)CC1
    -4%	1%	/	14%	?	-25%	/	/
21. C[C@@]12C=CC(=O)C=C1CCC1C2CC[C@]2(C)C(=O)CCC12 (stereo partly specified)
    -3%	2%	?	4%	3%	2%	3%	-20%
22. COc1cccc(C(=O)N2CCC3(CC2)OCCO3)c1
    6%	1%	/	8%	i	4%	/	/
23. CC(C)OP(=O)(O)NC(=O)c1ccccc1
    -5%	7%	/	-2%	i	?	2%	7%
24. CCCCCCCCc1[se]c2ccccc2c1I
    -2%	19%	/	1%	-6%[81.1 µM]	/	8%	/
25. c1ccc(C2CC2)c(OCC2=NCCN2)c1
    45µM*![fluorescent]	-1%&3%&-1%&3%	?	/	-9%&13%&-3%	6%&4%	4%&5%&-8%&-1%	-6%&-14%&-2%
26. CON(C)C(=O)Nc1ccc(Cl)cc1
    1%	4%	3%	-5%	-3%	7%	4%	7%
27. O=C(COc1ccc(Br)cc1)N1CCN(Cc2c[nH]c3ccccc23)CC1
    -3%	-7%	?	2%	-14%	?	?	-30%
28. O=C1c2ccccc2-c2c1nc1c([n+]2[O-])CCCC1
    -3%	4%	5%	7%	-11%	2%	?	26%
29. CCOP(=O)(OCC)C(O)c1ccc(Br)cc1 (stereo unspecified)
    7%	-9%	2%	-1%	-11%	3%	9%	0%
30. CCOP(=O)(OCC)C(NC(=O)CN1C(=O)c2ccccc2S1(=O)=O)C(Cl)(Cl)Cl (stereo unspecified)
    -2%	5%	-1%	-2%	-3%	0%	2%	2%
31. C[C@H](CCC(=O)O)[C@H]1CC[C@@H]2[C@H]3CC[C@H]4C[C@@H](O)CC[C@@]4(C)[C@H]3CC[C@]21C
    -4%[53 µM]	5%[21.6 µM]	?	-5%[53 µM]	-6%[25.9 µM]	-1%[25.5 µM]	8%[20.9 µM]	8%[20.6 µM]
32. COc1ccc2c(c1)[nH]c1c(C)nccc12
    -1%	3%	-6%	-3%	3%	?	5.6µM*	-25%
33. O=C(NCc1cn2ccccc2n1)c1ccccc1
    1%	8%	-1%	-3%	11%	?	-6%	12%
34. CN1CCN(c2nccc3c2ncn3C)CC1
    -1%	-3%	13%	-9%	-7%	-3%	6%	3%
35. CC(=NCc1ccc2c(c1)OCO2)c1c(O)n(C)c(=O)n(C)c1=O
    0%	14%	?	-8%	-3%	0%	17%	-33%[inhibitor]
36. N=C1c2ccccc2CN1NC(=O)C1CC1
    -2%	8%	-2%	-7%	-1%	-3%	-4%	-18%
37. C[N+]1([O-])CCC[C@@H]1c1cccnc1 (stereo partly specified)
    1%	5%	/	2%	-16%	/	-1%	12%
38. CC(=O)OC1N=C(c2ccccc2)c2cc(C)ccc2NC1=O (stereo unspecified)
    3%	-6%	3%	0%	-10%	5%	-4%	-4%
39. CC(Cl)Cl
    -2%	4%	/	8%	19%	/	?	-2%
40. C[C@H](O)[C@H]1CC[C@H]2[C@@H]3CCC4=CC(=O)CC[C@]4(C)[C@H]3CC[C@]12C
    1%	13%	?	9%	-11%	?	-6%	-59%[inhibitor]
41. CCOP(=O)(C(NC(=O)c1ccccc1Cl)=C(Cl)Cl)c1ccccc1 (stereo unspecified)
    1%	4%	-11%	-5%	1%	4%	7%	0%
42. COc1ccccc1CN1CCCC2(CCN(C(=O)Oc3ccccc3)CC2)C1
    /	7%	/	/	-4%	/	-10%	-14%
43. COc1cc(C2C(C#N)=C(N)Oc3cc(O)ccc32)cc(OC)c1OC (stereo unspecified)
    -2%	-1%	?	-2%	10%	1%	?	/
44. S=C=S
    0%	1%	?	5%	-6%	/	?	7%
45. C=COC(C)=O
    -1%	4%	/	8%	8%	/	7%	6%
46. O=C(CN1CCCC1=O)N1CCOCC1
    -6%	2%	8%	-10%	9%	-24%	-2%	7%
47. CC(C(N)=O)N1CC(c2ccccc2)CC1=O (stereo unspecified)
    0%	3%	-1%	6%	-3%	-4%	5%	-12%
48. O=C1/C(=C/c2ccccc2Cl)N2CCC1CC2
    -4%	8%	/	-2%	-3%	3%	/	/
49. O=c1c2ccccc2nc(CSc2ncnc3nc[nH]c23)n1-c1ccccc1
    -6%	-14%	?	-4%	2%	-3%	?	-15%
50. O=C(Cc1ccccc1)OCCN1CCOCC1
    2%[53 µM]	9%	1%	6%[53 µM]	-1%	-3%	17%	5%
51. O=C1NC(=O)N(Cc2ccccc2)C(=O)/C1=C/N1CCCc2ccccc21
    3%	20%	-12%	12%	?	?	8.9µM*	-8%
52. COC(=O)c1c(C)[nH]c(C(=O)C(Cc2ccccc2)N(C)C)c1C (stereo unspecified)
    3%	16%	6%	11%	-3%	-1%	12%	0%
53. CNCCCc1ccccc1
    0%	-3%	1%	-6%	-15%	9%	3%	-5%
54. CC(=O)O[C@H]1[C@H]2[C@@H](OC(=O)Cc3ccccc3)[C@@H](C)C[C@]2(OC(C)=O)C(=O)/C(C)=C/[C@@H]2[C@H](CC[C@@]13CO3)C2(C)C
    -3%	7%	/	0%	-2%	/	-2%	/

# High-throughput results deposited in PubChem BioAssay by National Center for Advancing Translational Sciences (NCATS).
